# IMP-1 inhibitor: blocks Pseudomonas aeruginosa IMP-1 metallo-beta-lactamase. purified IMP-1, nitrocefin hydrolysis, epi-absorbance fluorescence. inhibition, % at 5.6 µM. 0.45% of 290,000 active. AID 1556;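 active means inhibition above the mean plus 3 SD of all compounds in the same screening run, cut at about 4.5% in these data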;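 further: 0% = IMP-1 with DMSO and 100% = DMSO wells lacking enzyme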
#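 System – purified recombinant IMP-1 beta-lactamase · Input – IMP-1 dispensed at 0.2 nM · Timing – 15 min preincubation plus 25 min reaction at 25 °C · Signal – Epi-absorbance fluorescence, 480 nm excitation, 530 nm emission · Measure – percent IMP-1 inhibition derived from blank-referenced optical density · Controls – Enzyme-plus-DMSO low control, enzyme-free DMSO high control · Replication – singlicate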
# PfM18AAP inh: blocks P. falciparum M18 aspartyl aminopeptidase. recombinant PfM18AAP, H-Glu-NHMec fluorogenic cleavage. inhibition, % at 7.35 µM. 1.2% of 290,000 active. AID 1822;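 active means inhibition above the campaign mean inhibition over all tested compounds plus 3 SD, cut at about 28% in these data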;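 further: 0% = plate median of test compound wells and 100% = 2 mM ZnCl2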
# FID counter: displaces DNA intercalator in HCV helicase counter-screen. 0.17% of 290,000 active. DNA fluorescent intercalator displacement, fluorescence. inhibition, % at 7.9 µM; in the data active means inhibition above about 37%;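 further: 0% = vehicle and 100% = reference compound; higher means more ethidium bromide displaced from hairpin DNA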
# MEKK2 WT-MEK5: raises or lowers MEK5 binding to wildtype human MEKK2 PB1 domain; Q9Y2U5; bead flow cytometry, Alexa488-MEK5 binding to MEKK2 WT; actives lie on both sides; binding response (% of control), % at 10 µM; 1.1% of 290,000 active; AID 1531; in the data active means binding response below about 67% or above about 130%; inconclusive means no clear call, values can overlap the other calls; inactive means in between
# MEKK2mut PB1 HTS: signal of MEK5 binding to mutant human MEKK2 PB1 domain; bead flow cytometry, Alexa488-MEK5 binding to MEKK2 mutant; percent response, % at 10 µM; 0.35% of 290,000 active; AID 1530; in the data active means percent response above about 24%, passing the limit was not always enough; further: inactives centre near 1; some results filed as inactive read as strong as hits
# UBC9 SUMO inh: blocks human SUMOylation mediated by UBC9; HTRF SUMOylation assay, SAE1/SAE2 + UBC9, in vitro; inhibition, % at 35 µM; 0.36% of 290,000 active; AID 2006; in the data active means inhibition above about 50%, passing the limit was not always enough; inconclusive means no clear call, values can overlap the other calls; further: strong numbers were not always called active
# Target sequence (P63279 whole entry, looked up): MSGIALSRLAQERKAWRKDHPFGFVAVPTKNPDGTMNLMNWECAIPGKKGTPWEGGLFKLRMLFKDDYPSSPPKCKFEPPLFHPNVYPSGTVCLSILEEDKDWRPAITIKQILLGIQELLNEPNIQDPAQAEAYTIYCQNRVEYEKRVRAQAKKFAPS
# NS3 helicase inh: inhibitors of Hepatitis C virus NS3 helicase | 0.56% of 290,000 active | inhibition, % at 10.9 µM | AID 1800 | NS3 helicase DNA unwinding, Cy5 molecular beacon fluorescence;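 active means inhibition above the mean of all tested compounds plus 3 SD, set per campaign, cut at about 35% in these data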;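 further: 0% = DMSO wells and 100% = thioflavine S control wells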
#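 Compound dosing – single dose, 10.9 µM nominal final, DMSO 0.8% final · System – NS3 helicase fragment of HCV · Buffer or medium – MOPS pH 6.5, MgCl2, DTT, Tween20, BSA · Signal – Cy5 beacon fluorescence read at start and 1 h · Also added – annealed dual-labelled DNA beacon duplex, ATP-started · Schedule – 1 h at 25 °C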
# VIM-2 inhibitor: inhibitors of Pseudomonas aeruginosa VIM-2 metallo-beta-lactamase | purified VIM-2, nitrocefin hydrolysis, epi-absorbance fluorescence | inhibition, % at 5.6 µM | 0.89% of 290,000 active | AID 1527;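 active means inhibition above the mean of all tested compounds plus 3 SD, cutoff set per screening run, cut at about 7.5% in these data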;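 further: red hydrolysis product quenches plate fluorescence so inhibitors raise well fluorescence; 0% = enzyme with DMSO and 100% = DMSO without enzyme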
# NALP1 inh: blocks the NALP1 inflammasome reconstituted in yeast | S. cerevisiae NALP1/ASC/caspase-1 growth, X-gal OD620, 72 h | inhibition, % at 10 µM | 0.61% of 280,000 active; in the data active means inhibition mostly above about 24%, no sharp cut-off; inactive means mostly below about 32%; further: some compounds called inactive have numbers as strong as hits
# Numbers without * were called inactive; ? = inconclusive; . = not tested or not shown.
Compound,MEKK2 WT-MEK5,MEKK2mut PB1 HTS,VIM-2 inhibitor,NS3 helicase inh,IMP-1 inhibitor,PfM18AAP inh,FID counter,NALP1 inh,UBC9 SUMO inh
Oc1ccc(N=Nc2nc(-c3ccccc3)c(-c3ccccc3)[nH]2)cc1,91,-2,-3.8,-3,-3.3,4,0,32,-17
COC(=O)CN1C(=O)S/C(=C/c2ccc(N3CCCCC3)o2)C1=O,82,3,0.6,32,0.6,10,-29,11,18
CN(C)c1ccc(C(=O)Nc2nc3c(s2)CCCC3)cc1,122,9,-5.0,-8,-4.8,11,-7,17,19
COc1ccc(C2CC(c3cccs3)=Nc3ccccc3S2)cc1 (stereo not drawn),102,-2,-1.5,3,-3.5,25,-6,-34,6
Cc1cc(C(=O)COC(=O)c2ccc(O)cc2)c(C)n1CCc1ccc(F)cc1,108,-1,-4.5,13,-3.8,4,-8,11,11
O=C(C1CC1)N1CCN(c2ccnc3cc(Cl)ccc23)CC1,106,6,-2.5,-2,-1.0,-7,-11,14,8
CCOC(=O)CSc1nnc(-c2c[nH]c3ccccc23)n1CC,118,18,-2.0,-2,-2.4,2,-12,11,-6
Cc1c(OC(C)C(=O)NCCN2CCOCC2)ccc2c(-c3ccccc3)cc(=O)oc12 (stereo not drawn),103,-2,1.2,-9,-0.6,0,-6,28,-1
CC(C)(C)c1ccc(S(=O)(=O)NCc2ccc(C(=O)N3CCCC3)cc2)cc1,101,6,-4.3,2,-3.7,-6,-9,2,4
O=C(CSc1nc2c(c(C(F)(F)F)n1)CCc1ccccc1-2)NCc1ccc(F)cc1,106,4,-2.3,5,-3.8,-6,-4,11,1
Cc1ccc(S(=O)(=O)N2CCC(C(=O)Nc3nnc(COc4ccccc4)s3)CC2)cc1,97,1,-2.6,-7,-4.4,1,-1,-6,-6
COc1ccc(NC(=O)C2CCCN(S(=O)(=O)c3ccc(Cl)cc3)C2)cc1OC (stereo not drawn),103,3,-1.3,-4,-1.7,2,-44,10,5
O=C(c1ccc(OC2CCN(Cc3ccc(C(F)(F)F)cc3)CC2)cc1)N1CCCCC1,99,-4,-0.7,-31,-0.8,2,19,29,-13
CN(C)c1ccc(CNC(=O)C2CCN(S(=O)(=O)c3ccc4c(c3)CCCC(=O)N4)CC2)cc1,103,6,-2.2,5,-2.1,8,-32,17,11
CCOC(=O)c1sc(NC(=O)C2CCCO2)c(C(=O)OC)c1C (stereo not drawn),.,.,-2.4,0,0.5,-1,2,.,.
CCCCCOC(=O)CSc1nc2c(c(=O)[nH]c(=O)n2C)n1Cc1ccc(Cl)cc1,104,7,-3.9,5,-3.5,2,-5,10,37
O=S(=O)([O-])CCC[n+]1c(/C=C\Nc2ccccc2)oc2ccc(-c3ccccc3)cc21,94,3,3.7,28,1.7,8,-31,8,-7
CCOc1cc(/C=N\NC(=O)c2ccc(NC(=O)CC)cc2)ccc1OC(=O)c1ccccc1,99,2,0.4,1,-3.1,-4,0,13,25
COc1ccc(C2Nc3ccccc3NC3=C2C(=O)CC(C)(C)C3)cc1O (stereo not drawn),102,5,-1.8,7,-4.0,-6,-1,7,18
C/C=C(\C)C(=O)NNC(=O)c1sc(-c2ccccc2)nc1C,96,6,-1.9,-8,-2.5,-5,-2,16,8
O=c1[nH]c2ccc(S(=O)(=O)N3CCCCC3)cc2s1,99,-5,1.4,16,-1.4,-7,-6,-4,3
NS(=O)(=O)c1ccc(CCNC(=O)C(=O)NCC2OCCN2S(=O)(=O)c2ccc(F)cc2)cc1 (stereo not drawn),94,1,-3.1,12,-3.3,-8,-6,6,2
O=C(CC1SC(=Nc2ccccc2)N(CCCCO)C1=O)NCc1ccccc1 (stereo not drawn),102,-1,-3.1,-10,0.8,2,-26,10,16
CC(C)C(NC(=O)c1cccnc1)C(=O)O (stereo not drawn),87,-11,-2.3,-2,-1.9,-5,7,-10,8
COc1ccc(NC(=O)COC(=O)c2cc(OC)c(OC)c(OC)c2)c([N+](=O)[O-])c1,80,-22,-1.5,12,-1.7,1,0,.,13
Cc1nnc2n1N=CC=C(c1ccccc1)S2,100,1,-1.8,6,-3.1,5,-13,6,17
CC[C@H](NC(=O)c1c(C)c(-c2ccccc2)nc2ccccc12)c1ccccc1,113,6,.,.,.,.,.,2,-19
CCOC(=O)N1CCC(c2cc(=O)n(-c3ccccc3)[nH]2)CC1,100,6,-1.3,5,-2.5,9,-12,15,82
C/C(=N/NC(=O)c1ccncc1)c1cc2ccc(O)cc2oc1=O,156*,16,-1.8,2,-2.1,1,3,12,1
Oc1c(Cl)cc(Cl)cc1/C=N/NC(=S)NC1CC2C=CC1C2 (stereo not drawn),92,-2,-2.8,48*,-2.1,8,-17,-12,55*
CCN(Cc1ccncc1)Cc1ccc(OC)c(OC)c1,104,0,1.9,5,0.4,-13,3,22,8
Cc1cc(Cl)ccc1NC(=S)NC1CCCC1,109,4,-3.1,3,-5.8,5,-5,-19,8
Cc1cccc(NC(=O)CCNS(=O)(=O)c2ccc(Cl)cc2)c1,94,-8,0.1,-3,-1.7,1,-11,13,-2
Oc1ccc(CNc2ccccc2O)cc1,95,2,-1.0,2,2.1,-1,4,7,3
CCC(C)/C(C)=N/Nc1ccc(S(N)(=O)=O)cc1[N+](=O)[O-] (stereo not drawn),98,1,-4.0,6,-1.3,5,1,22,-3
NC(=O)NOCc1ccccc1,.,.,-0.6,3,-2.1,-3,-10,22,0
O=C(NC1CCN(Cc2ccccc2)CC1)C1CCN(S(=O)(=O)c2ccc(Cl)cc2)CC1,96,-1,-2.9,-8,-3.2,6,12,2,7
COc1ccc(N=C2SC(CC(=O)Nc3ccc(F)cc3)C(=O)N2Cc2ccco2)cc1 (stereo not drawn),137,6,-1.9,-1,0.7,-3,-11,16,-4
CCC(=O)N(CCc1ccccc1C)Cc1cc2ccc(C)cc2[nH]c1=O,104,4,-1.7,-6,-2.7,0,-37,10,6
CN1C(=O)c2cccc3c(S(=O)(=O)N(C)C)ccc1c23,105,3,0.8,1,-3.5,-18,-2,12,?
O=C(NNC(=O)c1sc2ccccc2c1Cl)Nc1ccc(Cl)cc1,102,5,-6.0,8,-3.1,-3,2,-5,52*
COc1ccc(CNC(=O)CSc2n[nH]c(N)n2)cc1,103,1,-1.6,8,-0.9,-13,-6,6,2
Cc1cccc(NC(=O)c2sc(C)nc2C)c1,96,1,-2.9,-2,-3.0,-13,-3,33,12
CN(CC(=O)Nc1ccc(F)cc1[N+](=O)[O-])Cc1ccccc1,88,-13,-0.7,1,0.4,2,-5,24,-10
Cc1nn(C)cc1CN(C)C(=O)c1ccc(OC2CCN(Cc3ccccn3)CC2)cc1,104,-1,2.2,-3,-2.4,4,-5,0,-3
Cc1ccc(/C=N/Nc2ccc(F)cc2)s1,104,7,-1.6,-5,-1.9,22,-10,14,14
O=C(Cc1cccs1)N1CCN=C1SCc1cccc(F)c1,105,-1,-1.9,-4,-1.1,-5,-3,.,16
N/C(=N\c1nc2ccccc2o1)NC(=O)c1cccc(Cl)c1,95,-4,-4.4,-4,-3.1,1,-4,4,19
O=C(CCC(=O)c1cccs1)OCC(=O)c1ccc(Cl)s1,99,-1,-3.7,3,-2.0,3,-6,13,16
CC(=O)O[C@@H]1[C@H](OC(=O)CC(C)C)c2c(ccc3ccc(=O)oc23)OC1(C)C,94,1,-3.9,-2,-1.6,0,-36,33,1
COc1cc2c(cc1OC)C1(Nc3c-2c(C)nn3-c2ccccc2)C(=O)Nc2ccccc21 (stereo not drawn),.,.,-2.0,4,-3.0,-11,-1,0,-5
O=C(O)CCSCC(=O)Nc1c(C(=O)C2CC2)oc2ccccc12,102,0,2.3,6,0.0,2,-18,-4,12
Cc1ccc(-n2nc(C(N)=O)nc2-c2ccccc2)cc1,94,1,-1.0,0,-6.0,-4,-18,23,14
COC(=O)c1cc(C(=O)c2c(C)cc3ccccn23)cc([N+](=O)[O-])c1,94,-4,0.5,10,-3.8,8,-22,-16,-7
COC(=O)Cn1c(C)c(C#N)c2ccccc21,100,2,-1.2,3,2.2,5,0,-99,7
O=C(NC1CCCc2ccccc21)C1CCN(S(=O)(=O)c2cnc[nH]2)CC1 (stereo not drawn),101,0,-1.4,2,-1.1,-3,-2,24,-6
Cc1ccc(NS(=O)(=O)c2ccc(-c3ccc(=O)[nH]n3)o2)cc1N(C)C,97,-1,-0.2,16,-0.8,5,-8,24,4
COc1cc(OC)c(NC(=S)Nc2cccc(C(C)=O)c2)cc1Cl,105,7,-1.3,-8,-3.2,-31,-6,6,-21
CC(=O)c1cccc(CN2CCN(CCC(C)C)C(CCO)C2)c1 (stereo not drawn),98,-4,-2.2,-1,-3.0,-3,-1,-45,4
CCc1nc(SCC(=O)OC)c2c3c(sc2n1)COC(C)(C)C3,108,11,0.8,-12,-2.6,-1,-30,2,11

# Exported as labelled records: part of the list above
O=C(O)CCSCC(=O)Nc1c(C(=O)C2CC2)oc2ccccc12
- MEKK2 WT-MEK5: 102
- MEKK2mut PB1 HTS: 0
- VIM-2 inhibitor: 2.3
- NS3 helicase inh: 6
- IMP-1 inhibitor: 0.0
- PfM18AAP inh: 2
- FID counter: -18
- NALP1 inh: -4
- UBC9 SUMO inh: 12
Cc1ccc(-n2nc(C(N)=O)nc2-c2ccccc2)cc1
- MEKK2 WT-MEK5: 94
- MEKK2mut PB1 HTS: 1
- VIM-2 inhibitor: -1.0
- NS3 helicase inh: 0
- IMP-1 inhibitor: -6.0
- PfM18AAP inh: -4
- FID counter: -18
- NALP1 inh: 23
- UBC9 SUMO inh: 14

# The listing continues.
Compound,MEKK2 WT-MEK5,MEKK2mut PB1 HTS,VIM-2 inhibitor,NS3 helicase inh,IMP-1 inhibitor,PfM18AAP inh,FID counter,NALP1 inh,UBC9 SUMO inh
O=C(CCS(=O)(=O)Cc1ccccc1)NCCc1ccccc1,86,-11,-0.5,3,0.8,-14,-4,8,-4
CCOC(=O)CSCC(=O)Nc1nnc(-c2cccc([N+](=O)[O-])c2)s1,102,1,-3.5,3,-2.8,4,-2,34,1
Cn1ccnc1Sc1nc(Nc2cccc(Cl)c2)nc(N2CCOCC2)n1,96,0,-1.2,1,1.4,-25,-18,-3,17
O=c1cnc2ccccc2n1Cc1ccc(Br)cc1,103,1,-0.9,-3,-1.5,21,-9,23,-24
COC(=O)c1n[nH]nc1-c1ccccc1,105,-1,-1.4,7,-1.3,-4,-3,20,18
NS(=O)(=O)c1ccc(CCNCc2cc(Cl)ccc2OCc2ccccc2)cc1,144*,6,0.1,-55,-0.1,0,28,6,0
Cc1ccc2[nH]c(C(=O)NCCN3CCCC3)cc2c1,137*,9,-0.2,-30,-3.3,7,7,7,18
C=CCNC(=O)c1ccc(N(Cc2ccc(Cl)cc2)S(C)(=O)=O)cc1,102,4,-2.4,3,-1.9,-4,-16,5,-11
COc1ccc(OC)c(NC(=O)c2ccc(CN3CCOCC3)cc2)c1,103,6,-2.0,-4,-2.5,3,-10,10,14

# Assay outcomes from PubChem.
